High-throughput results: PubChem, Broad Institute
TcdB inh: TcdB glycohydrolase inhibition | P18177 | TcdB glycohydrolase enzymatic assay, plate reader | inhibition, % at 9.99 µM | 0.24% of 350,000 active; in the data active means inhibition above about 10%
The depositor's hits bear a star; & = joins results of further samples. The list is partial; count on the stated rates, not on these rows.

smiles	TcdB inh
CC(=O)N1CC2(C1)[C@H](c1ccc(-c3ccc(F)cc3)cc1)[C@@H](CO)N2CC1CC1	0.3
C[C@H](NC(=O)C[C@@H]1CC[C@@H](NC(=O)c2cccnc2)[C@@H](CO)O1)c1ccccc1	0.4
Cc1noc(C)c1NC(=O)N[C@@H]1CC[C@@H](CC(=O)Nc2ccccc2)O[C@@H]1CO	0.5
O=C(N[C@@H]1CC[C@@H](CCNC(=O)C2CCCCC2)O[C@@H]1CO)c1ccccn1	-0.8
COc1ccc(CN(C)C[C@@H]2Oc3ccc(NC(=O)Nc4ccc(OC)cc4)cc3C(=O)N([C@@H](C)CO)C[C@H]2C)cc1	-1.0
C[C@H](CO)N1C[C@H](C)[C@@H](CN(C)C)Oc2ccc(NS(C)(=O)=O)cc2CC1=O	-0.4
CCCNC(=O)C[C@H]1CC[C@H]2[C@@H](COC[C@@H](O)CN2C(=O)c2ccccn2)O1	0.2
C[C@@H]1CN([C@H](C)CO)C(=O)c2cc(NC(=O)C3CC3)ccc2O[C@H]1CN(C)C(=O)NC1CCCCC1	-0.2
CC(C)NC(=O)N(C)C[C@H]1OCCCC[C@@H](C)Oc2ccc(NS(C)(=O)=O)cc2C(=O)N([C@H](C)CO)C[C@H]1C	0.3
C[C@H](CO)N1C[C@H](C)[C@@H](CN(C)Cc2ccncc2)OCCCC[C@H](C)Oc2ccc(NS(=O)(=O)c3ccccc3)cc2C1=O	-0.3
CC(C)NC(=O)N(C)C[C@@H]1Oc2cc(C3=CCCC3)ccc2S(=O)(=O)N([C@H](C)CO)C[C@@H]1C	-0.4
CN(C)C(=O)C[C@@H]1CC[C@H](NC(=O)C2CC2)[C@@H](CO)O1	0.2
COc1ccc(S(=O)(=O)Nc2ccc3c(c2)CC(=O)N([C@H](C)CO)C[C@H](C)[C@@H](CN(C)S(=O)(=O)c2c(C)noc2C)O3)cc1	0.1
C[C@@H]1CN([C@@H](C)CO)C(=O)c2cc(NC(=O)C3CC3)ccc2O[C@@H]1CN(C)S(=O)(=O)c1ccc(F)cc1	0.4
CC=Cc1ccc2n(c1=O)C[C@@H]1[C@@H](CO)[C@H](C(=O)N3CCCCC3)[C@H]2N1CC1CCCC1 (mixture of isomers)	-0.5
CO[C@H]1CN(C)C(=O)c2cc(NC(=O)C3CCC3)ccc2OC[C@H](C)N(Cc2cccnc2)C[C@@H]1C	1.0
C[C@H](CO)N1C[C@H](C)[C@@H](CN(C)CC2CCOCC2)Oc2ncc(C#CCc3ccccc3)cc2C1=O	0.2
C[C@@H]1CN([C@H](C)CO)C(=O)c2cc(C#CC3CCCC3)cnc2O[C@H]1CN(C)C(=O)C1CC1	0.9
O=C(Nc1ccccc1F)N1CC(=O)N2[C@@H](CO)[C@@H](c3ccc(C#CC4CC4)cc3)[C@@H]2C1	2.6
COc1ccc(NC(=O)N(C)C[C@@H]2Oc3ccc(NS(=O)(=O)c4cn(C)cn4)cc3C(=O)N([C@@H](C)CO)C[C@H]2C)cc1	0.6
CO[C@H]1CN(C)C(=O)c2cc(NC(=O)C3CC3)ccc2OC[C@@H](C)N(Cc2ccncc2)C[C@@H]1C	0.2
COc1ccccc1C(=O)N1C[C@H]2[C@@H](c3ccccc31)[C@H](CO)N2C(=O)Cc1ccccc1	-1.6
CC(=O)N(C)C[C@H]1Oc2ncc(C#C[C@H](C)O)cc2C(=O)N([C@H](C)CO)C[C@@H]1C	-0.5
C/C=C/c1ccc2c(c1)O[C@H](CN(C)C(=O)Cc1ccccn1)[C@@H](C)CN([C@@H](C)CO)S2(=O)=O	-1.2
C[C@@H]1CCCCO[C@H](CN(C)S(=O)(=O)c2cccs2)[C@@H](C)CN([C@@H](C)CO)C(=O)c2cc(NC(=O)C3CCCCC3)ccc2O1	0.1
COc1ccccc1-c1ccc([C@H]2[C@@H](C#N)N(C(=O)CN(C)C)[C@@H]2CO)cc1	-0.2
CO[C@@H]1CN(C)C(=O)c2ccc(NS(C)(=O)=O)cc2OC[C@H](C)NC[C@@H]1C	-0.2
O=C(C[C@@H]1CC[C@@H]2[C@H](COC[C@H](O)CN2C(=O)Nc2cccc(Cl)c2)O1)NCCCN1CCOCC1	1.1
COc1ccc(S(=O)(=O)N(C)C[C@H]2Oc3ccc(N(C)C)cc3CC(=O)N([C@H](C)CO)C[C@@H]2C)cc1	-9.7
CC(C)NC(=O)N[C@@H]1CC[C@H](CCNC(=O)C2CCOCC2)O[C@@H]1CO	0.0

In the list so far, these contain two or more sulfur atoms.
smiles	TcdB inh
COc1ccc(S(=O)(=O)Nc2ccc3c(c2)CC(=O)N([C@H](C)CO)C[C@H](C)[C@@H](CN(C)S(=O)(=O)c2c(C)noc2C)O3)cc1	0.1
C[C@@H]1CCCCO[C@H](CN(C)S(=O)(=O)c2cccs2)[C@@H](C)CN([C@@H](C)CO)C(=O)c2cc(NC(=O)C3CCCCC3)ccc2O1	0.1

The list continues.
smiles	TcdB inh
C[C@@H]1CN([C@@H](C)CO)C(=O)c2cc(C#Cc3cccnc3)cnc2O[C@@H]1CN(C)Cc1cccnc1	-0.4
COc1ccc2c3c([nH]c2c1)[C@H](CO)N(C(=O)NC(C)C)CC31CCN(Cc2ccc(F)cc2)CC1	1.2
Cc1ccc(S(=O)(=O)Nc2ccc3c(c2)C(=O)N([C@H](C)CO)C[C@@H](C)[C@H](CN(C)Cc2ccc(Cl)c(Cl)c2)O3)cc1	0.1
N#C[C@H]1[C@H](c2ccc(-c3ccccc3)cc2)[C@H](CO)N1C(=O)Cc1ccncc1	-0.3
CCNC(=O)Nc1ccc2c(c1)C(=O)N(C)[C@@H]1CC[C@H](CC(=O)NCC3CCCCC3)O[C@@H]1CO2	0.8
C[C@H](CO)N1C[C@H](C)[C@H](CN(C)S(=O)(=O)c2cccs2)Oc2ccc(NC(=O)c3ccncc3)cc2CC1=O	0.5
N#Cc1ccc(-c2ccc([C@H]3[C@H](CO)N4C(=O)CNC[C@@H]34)cc2)cc1	-0.2
O=C(c1ccc(F)cc1)N1CC2(C1)[C@H](c1ccccc1)[C@@H](CO)N2Cc1ccccn1	-1.3
COc1ccc(CN(C)C[C@H]2Oc3ccc(NS(=O)(=O)c4ccc(Cl)cc4)cc3C(=O)N([C@@H](C)CO)C[C@@H]2C)cc1	-2.7
CO[C@H]1CN(C)C(=O)c2ccc(NS(=O)(=O)CC(F)(F)F)cc2OC[C@H](C)N(C)C[C@@H]1C	-1.2
CO[C@@H]1CC[C@@H]2CCN(C)C(=O)C[C@H](c3ccccc3)CN(C)C(=O)c3cccc(C#N)c3OC[C@@H]1O2	-0.2
COc1ccc(-c2cnc3c(c2)C(=O)N([C@H](C)CO)C[C@@H](C)[C@@H](CN(C)Cc2ccc(C(=O)O)cc2)O3)cc1	-1.2
C[C@@H]1CN([C@H](C)CO)C(=O)Cc2cc(NC(=O)C3CC3)ccc2O[C@@H]1CN(C)C(=O)Nc1ccc(C(F)(F)F)cc1	1.2
C[C@H](CO)N1C[C@H](C)[C@H](CN(C)Cc2ccncc2)Oc2ncc(/C=C/c3ccccc3)cc2C1=O	1.4&-1.3
C[C@@H]1CN([C@@H](C)CO)C(=O)c2cc(NC(=O)c3ccncc3)ccc2O[C@H]1CN(C)S(C)(=O)=O	0.0
C[C@@H]1CN([C@H](C)CO)C(=O)c2cc(-c3ccccc3)cnc2O[C@@H]1CN(C)C(=O)Cc1ccccn1	0.9
COC(=O)c1cn(C[C@@H](Cc2ccccc2)NC(=O)Nc2ccccc2)nn1	-0.1
C[C@@H]1CN([C@H](C)CO)C(=O)c2cc(NC(=O)Nc3ccc(C(F)(F)F)cc3)ccc2O[C@@H](C)CCCCO[C@H]1CN(C)C(=O)c1ccccc1	0.9
C[C@H]1CN([C@@H](C)CO)C(=O)c2cccc(NS(=O)(=O)c3cn(C)cn3)c2O[C@@H]1CN(C)S(=O)(=O)c1cccs1	-1.3
CN(C)C(=O)c1ccc(-c2ccccc2[C@@H]2[C@H](C#N)N(C(=O)C3CCC3)[C@H]2CO)cc1	1.4
O=C(c1cccc(F)c1)N1CC[C@@H]2[C@@H](CO)Nc3ccc(-c4ccccc4)cc3[C@@H]21	1.0
C[C@@H]1CN([C@H](C)CO)C(=O)Cc2cc(NC(=O)Nc3ccccc3)ccc2O[C@H]1CN(C)S(=O)(=O)c1cn(C)cn1	-0.3
C[C@H](CO)N1C[C@H](C)[C@H](CN(C)Cc2ccc(C(=O)O)cc2)Oc2c(NC(=O)c3ccc(-c4nccs4)cc3)cccc2C1=O	-1.3
CCCNC(=O)N(C)C[C@@H]1Oc2cc(C#CCOC)ccc2S(=O)(=O)N([C@@H](C)CO)C[C@@H]1C	0.4
C[C@H]1CCCCO[C@@H](CN(C)S(=O)(=O)c2ccccc2)[C@@H](C)CN([C@@H](C)CO)C(=O)c2cc(NC(=O)CCC(F)(F)F)ccc2O1	-0.4
C[C@@H]1CN([C@@H](C)CO)C(=O)c2cc(NC(=O)Nc3ccc4c(c3)OCO4)ccc2O[C@@H]1CN(C)S(=O)(=O)c1ccc(Cl)cc1	1.1
COc1ccccc1-c1ccc2n(c1=O)C[C@H]1[C@H](CO)[C@@H](C(=O)NCCCN(C)C)N(C(C)=O)[C@@H]21	1.4
O=C(Nc1ccc2c(c1)OCO2)N[C@@H]1CC[C@H](CCNC(=O)C2CCCCC2)O[C@H]1CO	0.8
C[C@H]1CN([C@@H](C)CO)C(=O)c2cc(N(C)C)ccc2O[C@H]1CN(C)Cc1ccccc1	-4.9
CC=Cc1ccc2n(c1=O)C[C@@H]1[C@@H](CO)[C@H](C(=O)NCC3CC3)[C@H]2N1CCC(F)(F)F (mixture of isomers)	0.6

Another view of some results above.
CO[C@H]1CN(C)C(=O)c2ccc(NS(=O)(=O)CC(F)(F)F)cc2OC[C@H](C)N(C)C[C@@H]1C
  TcdB inh: -1.2
O=C(Nc1ccc2c(c1)OCO2)N[C@@H]1CC[C@H](CCNC(=O)C2CCCCC2)O[C@H]1CO
  TcdB inh: 0.8
C[C@@H]1CN([C@@H](C)CO)C(=O)c2cc(C#Cc3cccnc3)cnc2O[C@@H]1CN(C)Cc1cccnc1
  TcdB inh: -0.4

(next part)
smiles	TcdB inh
C[C@@H]1CN([C@H](C)CO)C(=O)c2cc(C#Cc3cccnc3)cnc2O[C@@H]1CN(C)S(=O)(=O)c1ccccc1F	0.1
CO[C@H]1CN(C)C(=O)c2ccc(NC(=O)c3cc(C)on3)cc2OC[C@@H](C)N(C(=O)C2CC2)C[C@@H]1C	0.8
Cc1ccc(S(=O)(=O)Nc2ccc3c(c2)C(=O)N(C)[C@H]2CC[C@@H](CC(=O)O)O[C@@H]2CO3)cc1	-0.5
CO[C@H]1CN(C)C(=O)c2ccc(NC(=O)Nc3ccc(Cl)cc3)cc2OC[C@@H](C)N(C)C[C@@H]1C	1.0
CCC(=O)N[C@@H]1CC[C@@H](CC(=O)OC)O[C@@H]1CO	-0.4
C[C@@H]1CN([C@H](C)CO)C(=O)c2cc(NC(=O)CCC(F)(F)F)ccc2O[C@@H](C)CCCCO[C@H]1CN(C)S(C)(=O)=O	-2.0
CC(=O)N(C)C[C@@H]1Oc2cc(-c3cccc(F)c3)ccc2S(=O)(=O)N([C@H](C)CO)C[C@@H]1C	0.3
O=C(C[C@H]1CC[C@H](NC(=O)Nc2ccccc2F)[C@@H](CO)O1)NCc1ccc(F)cc1	0.6
O=C(C1CCC1)N1CC(=O)N2[C@H](C1)[C@@H](c1ccc(C#CCc3ccccc3)cc1)[C@@H]2CO	-10.3
C[C@@H]1CN([C@@H](C)CO)C(=O)c2cc(NC(=O)CCCN(C)C)ccc2O[C@@H](C)CCCCO[C@@H]1CN(C)S(=O)(=O)c1ccc(Cl)cc1	0.3
O=C(CC1CC1)N1CC[C@@H]2[C@@H](CO)Nc3ccc(-c4ccccc4)cc3[C@@H]21	5.1
CN1C(=O)c2cc(NC(=O)c3ccc4c(c3)OCO4)ccc2OC[C@@H]2O[C@H](CC(=O)O)CC[C@@H]21	-2.3
O=C1CN(Cc2ccc(F)cc2)C[C@H]2[C@@H](c3ccc(-c4ccccc4F)cc3)[C@@H](CO)N12	-0.6
COCC(=O)N1C[C@H](C)[C@@H](OC)CN(C)C(=O)c2cc(NC(=O)c3cc(C)on3)ccc2OC[C@@H]1C	-0.7
COc1cccc(-c2ccc3c(c2)[C@H]2[C@H](CCN2S(=O)(=O)c2ccc(F)cc2)[C@H](CO)N3C)c1	-0.2
CCC(=O)Nc1ccc2c(c1)C(=O)N(C)C[C@H](OC)[C@@H](C)CN(C(=O)c1cnccn1)[C@@H](C)CO2	-0.8
CC(C)CC#Cc1ccc([C@@H]2[C@@H](CO)N3C(=O)CN(C(=O)c4ccccn4)C[C@@H]23)cc1	0.2
CCCc1cn(CC[C@H]2CC[C@H](NC(=O)C3CCCC3)[C@@H](CO)O2)nn1	0.3
C[C@@H]1CN([C@@H](C)CO)C(=O)Cc2cc(NS(=O)(=O)c3ccc(F)cc3)ccc2O[C@H]1CN(C)S(=O)(=O)c1cn(C)cn1	1.0
CCC(=O)N1C[C@H]2[C@@H](c3ccccc31)[C@@H](CO)N2C(=O)CC1CC1	-0.5
O=C(C[C@H]1CC[C@H]2[C@@H](COC[C@@H](O)CN2C(=O)Nc2ccc(Cl)cc2)O1)NCC1CCCCC1	0.0
C[C@@H]1CCCCO[C@@H](CN(C)C(=O)C2CCCCC2)[C@H](C)CN([C@@H](C)CO)C(=O)c2cc(NC(=O)c3ccncc3)ccc2O1	0.8
C[C@@H]1CN([C@H](C)CO)S(=O)(=O)c2ccc(-c3cncnc3)cc2O[C@@H]1CN(C)C(=O)c1ccc2c(c1)OCO2	1.1
C[C@@H]1CN([C@H](C)CO)C(=O)c2cc(NS(=O)(=O)c3ccc(Cl)cc3)ccc2O[C@@H]1CN(C)S(=O)(=O)c1ccc(Cl)cc1	0.2
